Compound activity (PubChem)
PMI act hi M6P – increases human PMI activity with near-saturating mannose 6-phosphate | hit rate 0.34% among 190,000 | P34949 | activation factor at 20 µM | coupled PMI enzyme assay, resazurin fluorescence, 20 min; hits give high values; 1 = untreated enzyme, 0 = substrate-free blank;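 active = activation factor of 2 or more at 20 µM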
Target sequence (P34949 whole entry, looked up): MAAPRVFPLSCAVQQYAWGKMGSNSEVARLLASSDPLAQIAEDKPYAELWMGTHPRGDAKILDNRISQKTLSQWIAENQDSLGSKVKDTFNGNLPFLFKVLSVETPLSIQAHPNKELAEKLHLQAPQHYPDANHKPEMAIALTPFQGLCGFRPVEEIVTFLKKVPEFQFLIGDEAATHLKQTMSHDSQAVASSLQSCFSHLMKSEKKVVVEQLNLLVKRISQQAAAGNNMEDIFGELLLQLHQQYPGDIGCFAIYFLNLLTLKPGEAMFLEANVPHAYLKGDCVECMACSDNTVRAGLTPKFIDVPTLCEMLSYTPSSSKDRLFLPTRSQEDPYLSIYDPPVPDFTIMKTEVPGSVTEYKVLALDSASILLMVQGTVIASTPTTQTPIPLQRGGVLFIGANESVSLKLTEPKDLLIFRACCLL
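Material: human phosphomannose isomerase with PGI, G6PDH, diaphorase coupling enzymes; amount: PMI at 15 ng/mL final; also added: Mannose-6-phosphate 1.0 mM (near-saturating) plus 0.22 mM NADP+; incubation: enzyme reaction with compound 20 min at room temperature; signal: resorufin fluorescence (Ex 544/Em 590 nm) from resazurin via diaphorase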
TNAP act hi DEA – increases human TNAP activity under high phosphate acceptor concentration; 200,000 tested, under 10 active; activation factor at 20 µM; purified TNAP, CDP-star luminescence, 1 M DEA, 30 min; hits give high values; 0 = EDTA background, 1 = DMSO-only activity; P05186;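 active = activation factor at least 2 at 20 µM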
Target sequence (P05186 whole entry, looked up): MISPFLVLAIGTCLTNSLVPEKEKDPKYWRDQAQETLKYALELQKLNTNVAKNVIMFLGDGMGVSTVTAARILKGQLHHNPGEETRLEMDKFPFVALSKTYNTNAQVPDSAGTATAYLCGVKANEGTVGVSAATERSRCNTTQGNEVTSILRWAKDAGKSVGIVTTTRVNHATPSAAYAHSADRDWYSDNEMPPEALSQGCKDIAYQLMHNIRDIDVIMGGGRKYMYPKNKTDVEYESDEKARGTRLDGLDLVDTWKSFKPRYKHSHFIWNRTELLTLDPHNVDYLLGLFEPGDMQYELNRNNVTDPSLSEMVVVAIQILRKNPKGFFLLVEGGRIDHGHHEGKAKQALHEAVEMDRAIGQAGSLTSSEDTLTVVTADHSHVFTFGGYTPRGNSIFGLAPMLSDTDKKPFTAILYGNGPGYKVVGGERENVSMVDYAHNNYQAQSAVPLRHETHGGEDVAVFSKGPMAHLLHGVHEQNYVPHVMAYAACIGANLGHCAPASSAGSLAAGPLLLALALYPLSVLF
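Measured by: Luminescent substrate turnover signal | Test system: Human TNAP | Input: TNAP 1/800 final | Dosing: 20 µM single point | Schedule: 30 min, room temperature | Controls: EDTA wells as negative control, DMSO wells as positive control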
bIAP act – intestinal alkaline phosphatase (bovine) activation; purified bovine IAP, CDP-star luminescence, 30 min; hits give high values; fold of DMSO-control signal, blank-subtracted; activation factor at 20 µM; hit rate 0.17% among 200,000; AID 1016;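 active = activation factor of 2 or more at 20 µM, a signal rise over negative controls twice the positive control's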
bIAP inhibitor – intestinal alkaline phosphatase (bovine) inhibition; AID 1019; inhibition, % at 20 µM; 190,000 tested, under 10 active; purified bovine IAP, CDP-star luminescence, 30 min;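 active = over 50% inhibition of intestinal alkaline phosphatase at 20 µM in the single-dose screen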
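System: purified bovine intestinal alkaline phosphatase (IAP) enzyme; Input: IAP diluted 1/65,000,000 in the well; Measured by: CDP-star luminescence signal; Compound dosing: 20 µM single dose; Incubation: 30 min reaction at room temperature.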
TNAP inh noacc – blocks human TNAP activity with no phosphate acceptor present; purified TNAP, CDP-star luminescence, 30 min; hit rate 0.26% among 200,000; inhibition, % at 20 µM; P05186;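 active = tissue-nonspecific alkaline phosphatase inhibition above about 50% at 20 µM in the single-dose screen, limit read from the data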;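 also: 0% = DMSO negative control and 100% = EDTA positive control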
Lmaj promast – reduces viability of Leishmania major promastigotes; resazurin fluorescence viability; inhibition, % at 10 µM; hit rate 9% among 200,000; in the data active = inhibition above about 50%;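 also: promastigotes grown with compound for 44 hours at 28 °C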
TNAP inh hiacc – inhibitors of human TNAP at high phosphate acceptor concentration | purified TNAP, CDP-star luminescence, 1 M DEA | inhibition, % at 20 µM | hit rate 0.03% among 200,000;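 active = over 50% inhibition of tissue-nonspecific alkaline phosphatase at 20 µM in the single-dose screen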;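 also: plate controls were DMSO wells for no effect and EDTA-quenched wells as full inhibition for full effect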
PMI activator – increases human mannose-6-phosphate isomerase activity. P34949. purified human PMI, coupled resazurin fluorescence, 20 min; hits give high values; 1 = vehicle control, 0 substrate-free wells. activation factor at 20 µM. hit rate 0.005% among 190,000. AID 1214;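 active = activation factor of 2 or more at 20 µM, relative to plate controls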
Diaph act CS – diaphorase activation or chemical reduction counter-screen; Diaphorase/resazurin coupled assay, resorufin fluorescence, 16 min; hits give high values; 1 = vehicle wells, 0 = NADH-free wells; activation factor at 20 µM; hit rate 0.005% among 190,000;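 active = diaphorase activity raised at least twofold by the compound at 20 µM; inactive = activation factor below 2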
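Test system: Clostridium kluyveri diaphorase, purified enzyme; input: enzyme 0.07 U/mL final; buffer or medium: 50 mM HEPES pH 7.4 with 4.542 mM MgCl2, 0.005% Tween 20; also added: 0.114 mM NADH and 0.1 mM resazurin, final amounts; schedule: 16 min enzyme reaction, ambient temperature; technique: fluorescence of resorufin, 544 nm excitation, 590 nm emission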
Diaph inh CS – inhibits diaphorase or chemically oxidizes, flagging diaphorase assay artifacts. hit rate 0.69% among 190,000. diaphorase resazurin-to-resorufin fluorescence, NADH, 16 min; bacterial (C. kluyveri) enzyme, not human. AID 1217. inhibition, % at 20 µM;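 active = primary screen inhibition at 20 µM above a set limit, cut at about 50% in these data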;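 also: plate controls were DMSO with full reaction for no effect and wells lacking NADH for full effect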
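Test system: bacterial diaphorase enzyme (C. kluyveri); Quantity: 0.14 U/mL diaphorase, enzyme working solution; Times: reaction incubation of 16 min at room temperature; Measured by: fluorescence of resorufin formed from resazurin, Ex 544/Em 590 nm; Benchmarks: positive control minus NADH, DMSO neutral control.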
Starred values were filed as active, the others as inactive; · = no result given.

Each structure is followed by: PMI act hi M6P	TNAP act hi DEA	bIAP act	bIAP inhibitor	TNAP inh noacc	Lmaj promast	TNAP inh hiacc	PMI activator	Diaph act CS	Diaph inh CS
1) COc1ccccc1OCCC(=O)OCC(=O)Nc1ccc(S(=O)(=O)N2CCOCC2)cc1
→ 1.1	1.1	1.1	-6	-96	-5	-5	1	1	2
2) OCCN(Cc1ccccc1)C(=S)NC1CCCCC1
→ 1.1	1	1.1	-5	7	-4	-2	1.1	0.9	11
3) CCN(CCCNC(=O)C1CCC(=O)N1Cc1ccccc1Cl)c1cccc(C)c1 (centres undefined)
→ 1	1.1	1.1	-9	26	13	-6	1.1	0.9	7
4) CC(=O)N1CCc2cc(Br)cc(S(=O)(=O)NCc3ccccn3)c21
→ 1	1	1	-3	-10	3	-4	1	0.6	38
5) COc1cccc(CC2(CO)CCN(CC3=CC[C@H]4C[C@@H]3C4(C)C)CC2)c1
→ 1.1	1	1	3	-2	88*	-4	1.1	1.1	-8
6) O=C1CC2c3ccccc3C1C1C(=O)N(CCO)C(=O)C21 (centres undefined)
→ 0.9	1	0.9	9	-5	-7	-4	0.9	0.9	13
7) Cn1nc(C(F)(F)F)c(CN2CC(C)(C)C2=O)c1N1CCOCC1
→ 1	1	0.9	10	-3	-4	-1	0.9	1	2
8) CCCCN(CCCC)S(=O)(=O)c1ccc(NC(=O)c2cccs2)cc1
→ 0.9	1.1	0.1	·	-11	94*	-6	0.9	0.8	20
9) CCN(C(=O)COC(=O)c1cc(-c2ccccc2)nn1-c1ccccc1)C1CCS(=O)(=O)C1 (centres undefined)
→ 0.9	1	1.1	-14	7	10	-3	1	0.9	14
10) C=CCOC(=O)C1=C[C@H](C2CCCCC2)[C@@H](CCCO)[C@H](OCC)O1
→ 1	1.1	1.1	-10	-4	3	-7	0.8	0.8	16
11) Cc1ccc(NC(=O)Nc2ccccc2C#N)c(Cl)c1
→ 1.1	1.1	1	4	-15	66*	-6	1.1	0.9	8
12) CS(=O)(=O)N(CC(=O)Nc1ccccc1C(=O)N1CCCC1)c1cccc([N+](=O)[O-])c1
→ 1	1.1	1	1	-9	-2	-6	1	0.9	8
13) CCOC(=O)CN1Cc2cccc(C(=O)O)c2C1=O
→ 0.8	1	1	2	-11	-8	-2	0.8	0.7	26
14) O=C(CCSc1nnc(-c2ccncc2)o1)Nc1ccc(Cl)cc1
→ 1	1	0.7	35	-4	3	-3	0.9	0.9	10
15) COc1ccc(C2C(C(=O)N3CCCCC3)c3ccccc3C(=O)N2C)cc1 (centres undefined)
→ 1	1	1	-4	-8	0	-2	1	0.9	13
16) Cc1nc2ccc(F)cc2cc1C(=O)NC(C)C
→ 0.8	1	1	5	-3	-4	-4	1	0.7	28
17) Cn1c(=O)oc2cc(S(=O)(=O)N3CCC(C(=O)N4CCN(c5ccccc5)CC4)CC3)ccc21
→ 1	1	1	4	-13	17	2	0.9	0.8	16
18) CCOC(=O)C(C)C1(O)c2ccccc2-c2ncccc21 (centres undefined)
→ 1	1	1	2	-9	-5	-4	0.9	0.9	9
19) COc1cc(C(C)=O)ccc1Oc1ncnc2c1cnn2-c1ccc(F)cc1
→ 1	1	0.9	5	-4	-9	-2	1	0.9	6
20) CC1CCCN(S(=O)(=O)c2ccc(C(=O)Nc3ccccc3-c3nc4ccccc4[nH]3)cc2)C1 (centres undefined)
→ 1	1	0.9	13	5	-6	-1	0.9	0.9	15
21) O=C(Nc1cc(Cl)ccc1Oc1ccccc1)c1ccccc1F
→ 1	1	0.9	14	-4	2	1	0.9	0.9	6
22) CCN1CCC(NC(=O)Nc2ccc(F)cc2)CC1
→ 1	1.1	0.9	10	-10	0	-6	0.9	0.9	7
23) COc1ccccc1C1=NN(C2=NN=C(N)Cc3ncnn32)C(O)(C(F)(F)F)C1 (centres undefined)
→ 0.9	1.1	1.4	-43	-178	-1	-7	1	0.8	20
24) COc1ccc(C2CC(=O)C3=C(C2)Nc2ncnn2C3c2ccccc2C)c(OC)c1 (centres undefined)
→ 0.8	1.1	0.9	13	-18	100*	-8	0.9	0.7	26
25) CCOc1cc(/C=C2\SC(=Nc3ccc(F)cc3)N(c3ccc(F)cc3)C2=O)ccc1OCC(=O)O
→ 0.8	1	1.2	-16	-2	-6	-1	0.8	0.8	24
26) COc1ccc(-n2c(C)cc(C=O)c2C)cc1Cl
→ 0.9	1	1	-4	-7	4	-1	0.9	0.9	6
27) Cc1ccc(N2C(=O)C(Cl)=C(NCc3ccccc3)C2=O)c(C)c1
→ 1	1	0.9	12	6	1	-1	0.9	0.8	18
28) CC(=O)c1cccc(NC(=O)/C(=C\c2ccco2)NC(=O)c2cccs2)c1
→ 0.9	1	1	2	-10	-3	-1	1	0.8	16
29) COc1ccc(N2CCN(C(c3cccs3)C(C)NS(=O)(=O)c3ccccc3)CC2)cc1 (centres undefined)
→ 0.8	1	0.9	11	-8	34	-3	0.8	0.7	29
30) CC(=O)N1CCN(Cc2nc(-c3cccc(Cl)c3)no2)CC1
→ 0.9	1.1	1.1	-8	-1	-6	-7	0.9	0.9	12
31) O=C(CSc1nnc(CNC(=O)C23CC4CC(CC(C4)C2)C3)n1-c1ccccc1)Nc1ccccc1
→ 0.9	1	1.3	-27	-16	-6	-4	0.9	1	-1
32) Cc1ccc(NC(=O)CSc2nnc(NC(=O)CN3CCOCC3)s2)cc1
→ 1	1.1	1	-5	-10	-8	-9	0.9	1	4
33) COCc1cc(=O)n2c(-c3ccccc3OC)n[nH]c2n1
→ 0.9	1	1	3	16	-6	-3	1	0.7	26
34) CS(=O)(=O)c1cccc(C(=O)NCc2ccc(F)cc2)c1
→ 0.9	1	0.9	10	-7	-3	-1	0.8	0.8	19
35) O=C(CCSc1nc(-c2ccco2)cc(C(F)(F)F)n1)NCCc1ccccc1
→ 1	1	0.8	16	-10	0	-1	0.9	0.8	24
36) Cc1ccccc1NC(=S)NCc1ccc(Cl)cc1
→ 0.9	1	0.7	29	-18	9	5	0.8	0.8	16
37) CC(C)C1C(C#N)=C(N)Oc2n[nH]c(-c3ccccc3)c21 (centres undefined)
→ 0.9	1	0.8	21	39	10	1	0.9	0.9	13
38) COCCCNC(=O)Cn1c(=O)n(Cc2ccccc2Cl)c(=O)c2cc(OC)c(OC)cc21
→ 1	1	0.9	6	-9	-3	-1	0.9	0.9	9
39) Cc1ccccc1NC(=O)Nc1nnc(CC(=O)NCc2ccccc2)s1
→ 1	1	1	3	-20	-8	-4	0.9	1	-3
40) O=C(NCCN1CCOCC1)c1cccc(Cl)c1
→ 0.8	1	0.9	9	-5	-2	3	1.1	0.9	14

Reprinted from the part before: 5 entries, followed by the next part.
Each structure is followed by: PMI act hi M6P	TNAP act hi DEA	bIAP act	bIAP inhibitor	TNAP inh noacc	Lmaj promast	TNAP inh hiacc	PMI activator	Diaph act CS	Diaph inh CS
36) Cc1ccccc1NC(=S)NCc1ccc(Cl)cc1
→ 0.9	1	0.7	29	-18	9	5	0.8	0.8	16
37) CC(C)C1C(C#N)=C(N)Oc2n[nH]c(-c3ccccc3)c21 (centres undefined)
→ 0.9	1	0.8	21	39	10	1	0.9	0.9	13
38) COCCCNC(=O)Cn1c(=O)n(Cc2ccccc2Cl)c(=O)c2cc(OC)c(OC)cc21
→ 1	1	0.9	6	-9	-3	-1	0.9	0.9	9
39) Cc1ccccc1NC(=O)Nc1nnc(CC(=O)NCc2ccccc2)s1
→ 1	1	1	3	-20	-8	-4	0.9	1	-3
40) O=C(NCCN1CCOCC1)c1cccc(Cl)c1
→ 0.8	1	0.9	9	-5	-2	3	1.1	0.9	14
41) CCC(C)N(C(=O)c1csnn1)C(C(=O)NCc1ccc(F)cc1)c1ccco1 (centres undefined)
→ 0.9	1	0.9	8	-12	-6	-3	0.9	0.8	15
42) COCCNC(=O)C1CCC(Cn2c(=S)[nH]c3ccccc3c2=O)CC1 (centres undefined)
→ 0.9	1	1	1	-6	0	0	0.9	0.9	14
43) O=[N+]([O-])c1cccnc1NCc1cccs1
→ 1	1	0.9	6	-2	-2	3	1	0.8	17
44) Cc1cc([N+](=O)[O-])cnc1N1CCOCC1
→ 1.1	1	0.8	17	-2	-2	-2	1	0.9	6
45) COC(=O)c1cc(C(=O)Nc2cc(C)ccn2)cc([N+](=O)[O-])c1
→ 0.9	1	0.9	13	7	25	1	1.1	0.9	12
46) COc1cccc(/C=C/C(=O)c2ccc(NS(=O)(=O)c3ccc(C)cc3)cc2)c1
→ 0.8	1	0.8	17	-15	99*	1	0.7	0.8	24
47) CN(C)/C=C/C(=O)/C=C/c1ccc(Cl)cc1Cl
→ 1	1	1	5	-9	7	1	1	1	4
48) Cc1nc2sc(C(c3cccs3)N3CCOCC3)c(O)n2n1 (centres undefined)
→ 0.9	1	0.9	7	-4	-6	2	0.9	0.9	11
49) CCC(C)c1c(O)nc(SCc2ccccc2)[nH]c1=O (centres undefined)
→ 0.9	1	1	-1	-9	-7	-5	0.9	0.9	11
50) Cc1ccc(NC(=O)Nc2ccc3oc(C)nc3c2)cc1
→ 1	1.1	1	5	-13	2	-8	1	1.1	-9
51) COc1ccc(OC)c(NC(=O)c2cccc(C)c2[N+](=O)[O-])c1
→ ·	1	1.1	-14	3	-7	-4	·	·	·
52) CC(C)N1CCN(Cc2cc(F)ccc2-n2cccn2)CC1CCO (centres undefined)
→ 1	1.1	0.9	8	-15	-5	-10	1	0.8	17
53) CN1CCN(Cc2nc3ccccc3c(=O)n2CC#N)CC1
→ 1	1.1	1	-1	-9	-2	-5	1	0.9	9

Whole records, quoted from the list. Values in the order: PMI act hi M6P	TNAP act hi DEA	bIAP act	bIAP inhibitor	TNAP inh noacc	Lmaj promast	TNAP inh hiacc	PMI activator	Diaph act CS	Diaph inh CS
O=[N+]([O-])c1cccnc1NCc1cccs1 in the list: 1	1	0.9	6	-2	-2	3	1	0.8	17
COC(=O)c1cc(C(=O)Nc2cc(C)ccn2)cc([N+](=O)[O-])c1 in the list: 0.9	1	0.9	13	7	25	1	1.1	0.9	12
CCC(C)N(C(=O)c1csnn1)C(C(=O)NCc1ccc(F)cc1)c1ccco1 (centres undefined) in the list: 0.9	1	0.9	8	-12	-6	-3	0.9	0.8	15
Cc1cc([N+](=O)[O-])cnc1N1CCOCC1 in the list: 1.1	1	0.8	17	-2	-2	-2	1	0.9	6

Down the list, from the results shown:
Compounds 41 to 50 in PMI activator: 0.9, 0.9, 1, 1, 1.1, 0.7, 1, 0.9, 0.9, 1
Compounds 41 to 50 in bIAP act: 0.9, 1, 0.9, 0.8, 0.9, 0.8, 1, 0.9, 1, 1
